ALDH1A1 inh = inhibitors of human aldehyde dehydrogenase 1A1. Purified ALDH1A1, NADH fluorescence, propionaldehyde substrate. Potency, µM (titrated, usually from 75.3 µM), without a hit: at the highest dose activity, negative = inhibition, usual class: inhibitors. 220,000 compounds, 7.3% hits. AID 1030; active = well fitted inhibition curve with a large enough effect, not every such curve was filed as active; inconclusive = small, poorly fitted or top-dose-only effect, or another doubt; inactive = no such curve, though single readings can be large or run the other way;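 also: plate controls were no enzyme wells and a reference inhibitor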
SMN2 splice up = SMN2 splice variant enhancement. HEK293 SMN2-luciferase splicing reporter, luminescence, 30-36 h. Potency, µM (top dose mostly 46.1 µM), for the others: at the highest dose activity change, positive = activation, usual class: activators. 210,000 compounds, 2.8% hits. AID 1458; also: % of control where 0% means no effect; nearly all actives have a fitted effect of over 55% in size
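qHTS luciferase splicing reporter: luminescence rises when SMN2 exon 7 is included in transfected HEK293 cells. Compound exposure lasted 30-36 h at 37C, with 4.5 mM final sodium butyrate as control, followed by a ONE-Glo read.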
GAA glycogen mod = inhibitors or activators of human alpha-glucosidase glycogen cleavage | recombinant GAA, glycogen substrate, Amplex Red glucose oxidase fluorescence | 300,000 compounds, 0.38% hits | Potency, µM (highest dose often 76.4 µM), without a hit: at the top dose activity change, negative = inhibition, actives largely listed as inhibitors | P10253 | AID 2100;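 also: 0% = full enzyme reaction and -100% = no-enzyme basal signal; the screen sought inhibitors and activators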
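Recombinant enzyme (4 nM final) with compounds titrated up to 77 uM and bovine liver glycogen (30 ug) in citrate pH 5.0, 0.01% Tween-20, 37 C 40 min. Released glucose detected by Amplex Red/glucose oxidase (Ex 573/Em 610); AC50 from Hill fits.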
GAA inhib = alpha-glucosidase (human) inhibition. P10253. purified human GAA, 4-MU-alpha-glucoside fluorescence. Potency, µM (top dose mostly 76.9 µM), without a hit: top-dose activity change, negative = inhibition, most hits filed as inhibitors. 200,000 compounds, 0.005% hits;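 also: plate controls were uninhibited enzyme wells for no effect and no-enzyme background for full effect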
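Activity normalized between no-enzyme (basal) and enzyme-only wells. Conditions: 4 nM human enzyme, 400 uM fluorogenic substrate, citrate/phosphate pH 5.0 with Tween-20, 20 min room temperature, compounds up to 77 uM.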
JMJD2E inh = inhibitors of human JMJD2E histone demethylase | B2RXH2 | JMJD2E catalytic domain, FDH-coupled NADH fluorescence (FDH is formaldehyde dehydrogenase) | Potency, µM (titrated, usually from 57.1 µM), for the others: top-dose activity change, negative = inhibition, actives largely listed as inhibitors | 230,000 compounds, 1.6% hits; active = well fitted inhibition curve with a large enough effect, not every such curve was filed as active; inconclusive = small, poorly fitted or top-dose-only effect, or another doubt; inactive = no such curve, though single readings can be large or run the other way;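 also: 0% = wells with enzyme and -100% = buffer wells without enzyme; nearly all actives have a fitted effect of over 50% in size; many of its hits are not listed in these tables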
Target sequence (B2RXH2 1-337 limits assumed): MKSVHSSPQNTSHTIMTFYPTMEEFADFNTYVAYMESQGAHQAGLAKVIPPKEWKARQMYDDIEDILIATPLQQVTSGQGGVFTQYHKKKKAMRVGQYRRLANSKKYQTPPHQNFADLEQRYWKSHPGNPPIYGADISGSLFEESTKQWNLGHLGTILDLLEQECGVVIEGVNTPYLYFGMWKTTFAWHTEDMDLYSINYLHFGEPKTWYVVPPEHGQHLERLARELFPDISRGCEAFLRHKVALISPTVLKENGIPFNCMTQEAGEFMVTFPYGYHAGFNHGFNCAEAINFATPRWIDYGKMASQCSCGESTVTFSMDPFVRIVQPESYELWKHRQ
RGS12 GoLoco inh = RGS12 GoLoco-Gai1 interaction inhibition. Potency, µM (titrated, usually from 61.6 µM), for the others: at the highest dose activity, negative = inhibition, hits mostly inhibitors. AID 880. 230,000 compounds, 0.44% hits. Gai1:RGS12 GoLoco peptide FP, rhodamine, 10 min; active = well fitted inhibition curve with a large enough effect, not every such curve was filed as active; inactive = no such curve, though single readings can be large or run the other way; also: % is scaled to controls: 0 for no effect and ±100 for the full control effect; nearly all actives have a fitted effect of over 30% in size; many of its hits are not listed in these tables
Target sequence (P63096 whole entry, looked up): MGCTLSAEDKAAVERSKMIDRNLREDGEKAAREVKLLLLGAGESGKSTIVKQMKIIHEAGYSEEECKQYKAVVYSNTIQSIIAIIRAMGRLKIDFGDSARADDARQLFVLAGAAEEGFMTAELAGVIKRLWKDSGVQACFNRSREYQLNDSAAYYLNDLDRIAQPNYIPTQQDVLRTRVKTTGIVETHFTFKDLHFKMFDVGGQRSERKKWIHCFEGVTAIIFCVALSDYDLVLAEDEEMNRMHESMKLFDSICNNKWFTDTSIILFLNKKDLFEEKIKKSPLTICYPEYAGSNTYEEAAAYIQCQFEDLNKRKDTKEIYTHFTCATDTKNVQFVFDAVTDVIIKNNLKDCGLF
GAA spleen mod = inhibitors or activators of human alpha-glucosidase in spleen homogenate; P10253; human spleen homogenate, 4-MU-alpha-glucoside fluorescence; Potency, µM (titrated, usually from 79.9 µM), for inactives: at the top dose activity change, negative = inhibition, usual class: inhibitors; 240,000 compounds, 0.006% hits;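 also: 0% = enzyme with vehicle and -100% = no enzyme basal signal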
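Compounds were titrated against alpha-glucosidase in spleen homogenate at pH 5.0, with 1 mM 4-methylumbelliferyl substrate for 40 min at 37 C. Reactions were quenched with pH 10 NaOH/glycine and fluorescence measured.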
GLA spleen mod = inhibits or activates alpha-galactosidase in human spleen homogenate; P06280; human spleen homogenate, 4MU-alpha-Gal fluorescence, 40 min; Potency, µM (series often up to 80 µM), inactives show at the highest dose activity change, negative = inhibition, actives largely listed as inhibitors; 240,000 compounds, 0.008% hits; AID 2107;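 also: 0% = enzyme with vehicle and -100% = no enzyme basal signal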
Target sequence (P06280 32-429 limits assumed): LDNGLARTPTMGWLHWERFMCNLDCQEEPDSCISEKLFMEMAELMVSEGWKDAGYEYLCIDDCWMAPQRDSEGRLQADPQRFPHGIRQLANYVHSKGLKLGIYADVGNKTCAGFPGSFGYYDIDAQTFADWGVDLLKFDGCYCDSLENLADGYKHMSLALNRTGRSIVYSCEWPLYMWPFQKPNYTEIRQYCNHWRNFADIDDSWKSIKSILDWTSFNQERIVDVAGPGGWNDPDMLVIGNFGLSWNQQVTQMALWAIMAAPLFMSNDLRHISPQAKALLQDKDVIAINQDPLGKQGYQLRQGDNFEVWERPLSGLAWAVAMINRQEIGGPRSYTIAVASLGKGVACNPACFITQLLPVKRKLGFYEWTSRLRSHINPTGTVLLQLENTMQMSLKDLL
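Human spleen homogenate (1 ug) as enzyme source, 4-methylumbelliferyl-alpha-D-galactopyranoside 1 mM final, citrate/phosphate pH 5.0 with 0.01% Tween-20. Compounds 40 min at 37C, NaOH/glycine stop; fluorescence Ex 365/Em 440, Hill-fit AC50.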
Starred values were filed as active, the others as inactive; ? = inconclusive; nt = not tested or not shown; [ ] = another dose, or the depositor's remark. Unless noted, calls follow the shape of the dose curve; as a rule, active = well fitted curve in the direction sought with a large enough effect; inconclusive = small, poorly fitted or top-dose-only effect, or another doubt; inactive = no such curve, though single readings can be large; an effect the other way counts as inactive or inconclusive. Potency is read from the fitted curve at half-maximal effect.

The line under a structure holds: GAA inhib, GAA glycogen mod, GLA spleen mod, JMJD2E inh, SMN2 splice up, GAA spleen mod, ALDH1A1 inh, RGS12 GoLoco inh
Cc1ccc(Cn2nnc3c(=O)[nH]c(C4CCN(S(=O)(=O)c5cc(C)ccc5C)CC4)nc32)cc1
  -12.5%, -7.0%, 2.4%, -1.6%, 12.8%, -21.2%, -6.2%, 2.1%
COc1ccc(-c2ccc(C)cc2)cc1[C@H]1[C@@H]2C=CCC[C@@]2(C)C(=O)N1Cc1ccccc1
  nt, -4.6%, 5.6%, ?, nt, 1.5%, nt, 6.4%
NC12CCc3c(no[n+]3[O-])C1(O)CC(c1ccccc1)=[N+]2[O-] (configuration not stated)
  -4.9%, -2.2%, -6.1%, 3.8%, -12.6%, -7.6%, -3.9%, -15.0%
Nc1nc(-c2ccc(-n3nncc3-c3ccco3)cc2)cs1
  nt, -8.6%, -3.1%, -4.2%, nt, 1.2%, nt, 2.7%
C=CCc1ccc(OCC(O)CN2CCC(Cc3ccccc3)CC2)c(OC)c1 (configuration not stated)
  -10.8%, -4.5%, -1.4%, 7.5%, -5.2%, -12.0%, ?, 9.9%
Cc1c(C(=O)NC2CCCc3ccccc32)oc2ccccc12 (configuration not stated)
  -7.8%, -14.5%, -10.9%, 4.7%, -41.6%[inhibitor], -1.7%, -1.6%, 16.2%
CN1CCN(CC#CCC2(O)c3ccccc3-c3ccccc32)CC1
  -3.4%, -16.5%, 3.4%, -0.9%, 27.2%, 2.8%, -6.0%, -8.4%
Cc1ccc(Cl)cc1N1CCN(C(=O)C2CCN(S(=O)(=O)c3cnc[nH]3)CC2)CC1
  -2.4%, -4.9%, 3.3%, -0.5%, 12.7%, 1.1%, ?, 8.8%
O=C(CCNS(=O)(=O)c1cccs1)NC1CCN(Cc2ccccc2)CC1
  -1.1%, 4.1%, 3.1%, -0.1%, -26.8%, 0.2%, 9.1%, 7.3%
O=Cc1cn(-c2ccccc2)nc1-c1ccncc1
  1.6%, 20.1%, 0.0%, -2.9%, ?, -5.0%, 2.51µM*, 0.3%
CCN(CC)c1ccc(NC(=O)C2=CCN(S(=O)(=O)c3ccc(F)cc3)CC2)c(C)c1
  -4.9%, -6.8%, 1.8%, -1.7%, -30.5%, -3.8%, ?, -9.4%
Nc1nonc1-c1nc2ccccc2n1Cc1ccccc1
  -14.3%, -4.4%, 9.2%, 32.9%[activator], 23.4%, -6.1%, 19.9%, 14.6%
COc1ccc(C(=O)NC2CCCCCC2)cc1S(=O)(=O)N1CCCC1
  1.7%, -4.1%, -3.9%, -2.0%, 1.2%, -1.7%, -5.4%, 7.0%
CCOC(=O)N/N=C/c1ccc(OC)c(O)c1
  8.1%, 11.4%, -18.7%, -7.4%, -4.2%, 0.4%, -5.9%, 3.9%
Cc1onc(-c2c(Cl)cccc2Cl)c1CO/N=C(\C#N)c1c(Cl)cccc1Cl
  -14.5%, -2.8%, 6.2%, -1.8%, nt, -2.6%, ?, 3.5%
CCOc1ccccc1CNCc1ccc(F)cc1
  1.7%, 15.7%, -5.8%, 0.7%, 0.3%, -5.2%, 2.7%, 9.5%
Cc1ccc(C2N=C(N)Nc3nc4ccccc4n32)cc1 (configuration not stated)
  1.2%, 5.8%, -1.1%, -6.0%, 4.7%, -1.5%, 4.0%, 6.5%
C/C=C\C(=O)Nc1cccc(C2=NOC3(C2)C[C@@H](C(N)=O)N(C(=O)c2ccc(Cl)cc2)C3)c1 (some centres not stated)
  nt, -8.1%, 0.2%, 7.7%, nt, 5.6%, nt, 2.1%
COc1ccc(CCNC(=O)CSc2nc(-c3ccco3)cc(C(F)(F)F)n2)cc1OC
  9.3%, -0.2%, 1.9%, 0.1%, 0.2%, -4.7%, -10.2%, 4.0%
CCC1(c2ccc(F)cc2)NC(=O)N(CC(=O)c2ccc[nH]2)C1=O (configuration not stated)
  6.0%, -0.6%, -0.6%, -2.2%, -5.5%, 2.3%, -5.2%, 36.2%[activator]
O=C(O)/C=C/C(=O)NC1CCC(CC2CCC(NC(=O)/C=C/C(=O)O)CC2)CC1 (configuration not stated)
  8.5%, -4.5%, -10.5%, -8.3%, nt, 5.1%, -3.7%, -7.2%
COc1ccc(OC)c2[nH]c(=O)c(CCNS(=O)(=O)c3ccc(C)cc3)cc12
  5.7%, -2.7%, 7.3%, ?, -19.7%, -0.5%, ?, 8.8%
Cc1cc(C)c(C)c(S(=O)(=O)NNC(=O)c2cccc(S(=O)(=O)N3CCOCC3)c2)c1C
  4.1%, 1.7%, -3.5%, -1.9%, 0.2%, -7.5%, 9.3%, 4.6%
Cc1cc2nnc(SCC(=O)Nc3cc(S(=O)(=O)N4CCOCC4)ccc3Cl)n2c2ccccc12
  -2.4%, 0.3%, 7.6%, ?, -21.9%, 5.3%, ?, -10.5%
CCOC(=O)N1CCC(N2Cc3cccc(C(=O)N4CCN(c5cccc(C)c5C)CC4)c3C2=O)CC1
  2.4%, -1.4%, -3.9%, -2.3%, nt, -2.3%, -5.4%, 8.9%
COCCn1c(SC2CCOC2=O)nc2ccccc2c1=O (configuration not stated)
  1.6%, -6.3%, 3.7%, -4.2%, nt, 7.4%, -1.5%, 4.0%
Cn1c(-c2sc3cc(C(F)(F)F)cnc3c2-c2cccnc2)n[nH]c1=S
  -4.5%, -1.2%, -3.0%, -20.0%, 7.3%, -0.1%, ?, -17.5%
CCOC(=O)c1cnc(NCc2ccccc2)nc1C
  0.0%, 0.0%, 1.2%, -9.8%, 10.5%, -8.2%, 4.7%, -7.1%
Cc1noc2ncnc(Oc3ccc(Cl)cc3Cl)c12
  -5.8%, 10.9%, 2.2%, 0.8%, 4.8%, -3.6%, 12.1%, 7.3%
CCOC(=O)c1cnn(Cc2cccc(Cl)c2)c1C
  3.5%, 7.5%, 3.8%, -1.5%, -39.5%[inhibitor], -7.7%, -5.8%, -11.5%
C/C(CC(=O)Nc1ccc(Cl)c(C(F)(F)F)c1)=N\NC(=O)c1cccc(O)c1
  -4.1%, -16.5%, -6.6%, 0.1%, 12.6%, -7.0%, 4.7%, -3.3%
C[C@]12CC(O)C3C(CCC4=CC(=O)CC[C@@]43C)C1CCC2c1csc(-c2ccccc2)n1 (some centres not stated)
  nt, 5.6%, ?, -7.1%, nt, 6.8%, nt, -1.4%
CCCNC(=O)C1CCN(S(=O)(=O)c2ccc(Br)cc2)CC1
  6.2%, 0.2%, 6.6%, -1.7%, 2.5%, -3.8%, 6.0%, -17.5%
CCN(C(=O)Nc1ccccc1OC)c1c(N)n(Cc2ccccc2)c(=O)[nH]c1=O
  -0.9%, 7.7%, -0.9%, 0.6%, -14.0%, -3.5%, -0.6%, -7.9%
CCN(CC)c1ncn(Cc2c(Cl)cccc2Cl)c2ncnc1-2
  -3.3%, -7.3%, -17.4%, 5.1%, -55.7%[inhibitor], -2.7%, ?, 3.5%
Cc1cccc(NC(=O)CC2S/C(=N/c3nccs3)N(C)C2=O)c1 (configuration not stated)
  -6.4%, 5.7%, 1.3%, 0.1%, -14.3%, 0.6%, 11.3%, 8.8%
c1ccc(N2CCN(c3ccccc3)C2c2cccs2)cc1
  -5.4%, -8.8%, 6.1%, -4.4%, ?, 1.5%, 5.6%, -11.4%
COc1ccc(/C(C)=N/Nc2ncc(Cl)cc2Cl)c(O)c1
  2.8%, 1.0%, 4.0%, ?, 4.0%, 1.8%, 1.5%, -3.4%
O=C(C(c1ccccc1)c1ccccc1)N1CCN(Cc2ccc(Br)cc2)CC1
  -11.1%, -27.2%, 7.2%, 2.2%, -26.7%, 8.1%, -7.9%, -2.3%
CC(=O)c1ccc(NC(=S)Nc2ccc(N3CCOCC3)cc2)cc1
  10.6%, -6.8%, -4.8%, ?, -14.1%, -4.6%, 22.4µM*, -3.5%
O=C1N(Nc2ccccc2)C(c2ccc(Br)cc2)C12CCCCC2 (configuration not stated)
  0.6%, 13.2%, 9.4%, 7.5%, 5.4%, -2.0%, 11.3%, 1.1%
Cc1ccccc1N1C(=O)C2C3CC(=O)C(c4ccccc43)C2C1=O (configuration not stated)
  -1.0%, 2.4%, -6.8%, -0.8%, 3.8%, -0.6%, 4.5%, 4.7%
O=C(CC1C(=O)NCCN1Cc1cccc(Oc2ccccc2)c1)NCc1cccnc1 (configuration not stated)
  -0.3%, -12.6%, 6.2%, ?, nt, 5.4%, -0.1%, 3.3%
COc1ccc(CN2C(=O)CSC2c2ccccn2)cc1 (configuration not stated)
  -1.0%, -3.4%, 3.2%, -7.6%, nt, -11.7%, ?, 12.1%
COc1ccc(CCNC(=O)C2=COCCO2)cc1
  -4.5%, 4.3%, 6.9%, -1.9%, 25.5%, 2.1%, -2.8%, 5.0%
COc1ccc([N+](=O)[O-])cc1N/C(=N/S(=O)(=O)c1ccccc1)c1ccccc1
  4.1%, -8.2%, 7.5%, 0.1%, 23.4%, 9.6%, ?, 2.7%
O=C(Nc1ccc(N2CCOCC2)cc1)C1CCN(C(=O)OCc2ccccc2)CC1
  nt, 2.3%, 3.9%, -4.9%, nt, 0.7%, nt, 13.6%
COc1cccc2c3c(c(=O)[nH]c12)CCC(C)(C)O3
  -4.1%, 0.3%, -2.6%, -2.1%, ?, -0.2%, 5.5%, 6.3%
O=S(=O)(NCCC1CC1(Cl)Cl)c1ccc(Cl)cc1 (configuration not stated)
  nt, -4.7%, 4.4%, 2.1%, nt, -2.8%, nt, 4.4%

3 compounds picked at random from those above:
The line under a structure holds: GAA inhib, GAA glycogen mod, GLA spleen mod, JMJD2E inh, SMN2 splice up, GAA spleen mod, ALDH1A1 inh, RGS12 GoLoco inh
COc1ccc(CCNC(=O)C2=COCCO2)cc1
  -4.5%, 4.3%, 6.9%, -1.9%, 25.5%, 2.1%, -2.8%, 5.0%
COc1cccc2c3c(c(=O)[nH]c12)CCC(C)(C)O3
  -4.1%, 0.3%, -2.6%, -2.1%, ?, -0.2%, 5.5%, 6.3%
O=C(Nc1ccc(N2CCOCC2)cc1)C1CCN(C(=O)OCc2ccccc2)CC1
  nt, 2.3%, 3.9%, -4.9%, nt, 0.7%, nt, 13.6%

Bioassay records from PubChem.

These rows are one share of the data; rates above refer to the full screens.
